From PubChem
GALK inhibitor: blocks human galactokinase activity; P51570; Purified GALK, Kinase-Glo residual ATP luminescence; Potency, µM (series often up to 57.5 µM), inactives show at the highest dose activity change, negative = inhibition, hits mostly inhibitors; hit rate 0.007% among 270,000; note: potency is the fitted concentration of half-maximal effect; % is set by controls: 0 for no effect and ±100 for the full control effect
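5 nM enzyme, 35 uM ATP, 100 uM galactose, 20 mM HEPES pH8.0, 5 mM MgCl2; 1 h RT; residual ATP by Kinase-Glo Plus luminescence, qHTS format.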
B2AR arrestin: recruits beta-arrestin to the human beta2-adrenergic receptor; P07550; beta-arrestin recruitment to beta2AR, cell-based reporter; Potency, µM (highest dose often 46.1 µM), for the others: top-dose activation, actives largely listed as activators; hit rate 0.02% among 330,000;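 note: potency is the fitted concentration of half-maximal effect; 0% = DMSO controls and full agonism = EC100 isoproterenol or metaproterenol; nearly all actives have a fitted effect of over 65% in size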
Target sequence (P07550 whole entry, looked up): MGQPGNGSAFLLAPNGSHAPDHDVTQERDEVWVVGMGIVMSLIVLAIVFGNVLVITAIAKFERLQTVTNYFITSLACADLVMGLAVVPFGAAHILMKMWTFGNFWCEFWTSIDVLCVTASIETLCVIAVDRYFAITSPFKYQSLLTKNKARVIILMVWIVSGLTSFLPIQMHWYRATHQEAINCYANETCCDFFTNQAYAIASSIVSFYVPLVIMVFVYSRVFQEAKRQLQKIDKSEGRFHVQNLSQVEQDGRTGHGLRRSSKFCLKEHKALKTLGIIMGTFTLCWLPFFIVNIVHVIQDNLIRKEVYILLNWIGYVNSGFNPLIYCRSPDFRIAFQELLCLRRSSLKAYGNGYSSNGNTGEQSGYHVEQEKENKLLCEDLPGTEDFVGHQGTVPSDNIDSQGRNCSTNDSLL
Integrin act MD: activates integrin-mediated alleviation for muscular dystrophy; alpha7betagal myoblasts, beta-gal FDG fluorescence, 48 h; Potency, µM (series often up to 38.3 µM), inactives show at the highest dose activation, most hits filed as activators; hit rate 0.064% among 350,000;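 note: potency is the fitted concentration of half-maximal effect; 100% = response of the positive control SU9516; nearly all actives have a fitted effect of over 60% in size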
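Alpha7betagal+/- myoblasts (passage 13) were plated 16-24 hr, then exposed to compounds (1:260 dilution of DMSO stock) for 48 hours at 37C. After MPER lysis, β-galactosidase reporter activity was read as FDG fluorescence (ex 480/em 540) after 30 minutes.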
Giardia killer: Giardia lamblia killing. Giardia lamblia trophozoite viability. activity change, % at 7.66 µM, hits read low. hit rate 0.15% among 340,000; in the data active = activity change below about -80%; inconclusive = between about -30% and that limit;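 note: parasites exposed to compound for two days anaerobically before the ATP read; % is set by controls: 0 for no effect and ±100 for the full control effect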
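Luminescence from cellular ATP indicates surviving trophozoites (100 cells/well) following 48 hrs anaerobic compound treatment at 37 deg C; signal develops 15-30 min at room temperature.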
S-ASM inh: human S-ASM enzyme inhibition | placental ASM, HMU-PC fluorogenic substrate, 60 min | AID 504937 | Potency, µM (doses to about 57.5 µM), without a hit: at the highest dose activity change, negative = inhibition, most hits filed as inhibitors | hit rate 0.006% among 340,000 | P17405; note: potency is the fitted concentration of half-maximal effect
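Steps: dispense placental human ASM, pin compound, wait 10 min at room temperature, add HMU-PC0 substrate at 9 uM final, incubate 60 min at 37 °C, add stop solution raising pH to 10, read fluorescence.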
Tb PFK inh: blocks T. brucei phosphofructokinase; O15648; T. brucei PFK, ADP-Glo luminescence; Potency, µM (highest dose often 57.5 µM), inactives show at the highest dose activity, negative = inhibition, usual class: inhibitors; hit rate 0.17% among 330,000;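 note: potency is the fitted concentration of half-maximal effect; 0% = uninhibited 1x PFK enzyme wells and -100% = no-enzyme wells; nearly all actives have a fitted effect of over 60% in size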
Target sequence (O15648 whole entry, looked up): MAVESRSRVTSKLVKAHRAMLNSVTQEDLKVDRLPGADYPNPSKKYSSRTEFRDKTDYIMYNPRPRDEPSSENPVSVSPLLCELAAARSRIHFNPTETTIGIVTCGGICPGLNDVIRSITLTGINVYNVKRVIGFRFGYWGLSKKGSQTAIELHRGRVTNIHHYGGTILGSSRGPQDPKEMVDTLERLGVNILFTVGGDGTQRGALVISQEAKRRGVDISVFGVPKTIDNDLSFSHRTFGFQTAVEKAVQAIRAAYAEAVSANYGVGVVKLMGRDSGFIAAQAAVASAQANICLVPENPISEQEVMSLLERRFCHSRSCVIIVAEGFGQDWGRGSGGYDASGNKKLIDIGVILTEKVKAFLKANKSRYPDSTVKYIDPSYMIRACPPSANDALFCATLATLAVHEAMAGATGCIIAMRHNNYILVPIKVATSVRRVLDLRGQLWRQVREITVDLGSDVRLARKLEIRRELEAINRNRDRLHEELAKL
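1.25 nM PFK with 0.5 mM F6P and 0.1 mM ATP in 0.1 M TEA pH 8.0, 5 mM MgCl2, incubated 45 min at room temperature; ADP measured by ADP-Glo luminescence; compounds titrated up to 57 uM.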
Chronic BCR inh: blocks chronic active B-cell receptor signaling | ABC-DLBCL IkBa-CBG/CBR reporter, luminescence ratio, 4 h | AID 493014 | hit rate 0.05% among 340,000 | Potency, µM (titrated, usually from 46.1 µM), for the others: at the highest dose ratio change, negative = lower green/red ratio, hits mostly inhibitors; active = well fitted inhibition curve with a large enough effect in the signal ratio, with a control signal flat, not every such curve was filed as active; inconclusive = small, poorly fitted or top-dose-only effect, or effect the other way, or a change in a side signal; the % refers to the signal ratio;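 note: potency is the fitted concentration of half-maximal effect; plate controls were basal doxycycline-induced cells for no effect and cells given 10 µM MG132 for full effect; MG132 reads +100%, hits lower the ratio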
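Compounds up to 46 uM were incubated four hours with TMD8 cells whose green CBG68 luciferase is fused to IkappaBalpha; red CBR luminescence normalised the signal, and concentration-effect curves were fitted to fusion, red and ratio data.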
Menin-MLL TR inh: menin-MLL binding inhibition, Texas Red mutant peptide; O00255; Menin + Texas Red MLL mutant peptide, fluorescence polarization; Potency, µM (highest dose often 61.6 µM), inactives show at the highest dose FP activity change, negative = inhibition, most hits filed as inhibitors; hit rate 0.23% among 270,000; AID 1768; active = well fitted inhibition curve with a large enough effect in the polarisation, with a control signal flat, not every such curve was filed as active; inconclusive = small, poorly fitted or top-dose-only effect, or effect the other way, or a change in a side signal; inactive = no such curve, though single readings can be large or run the other way; the % refers to the polarisation; note: potency is the fitted concentration of half-maximal effect; % of control where 0% means no effect; many of its hits are not listed in these tables
PTAP TSG101 blk: blocks PTAP/TSG101 interaction to inhibit HIV-1 budding. Q99816. Fluorescence polarization, FITC-PTAP peptide / Tsg101 binding. Potency, µM (titrated, usually from 115 µM), for the others: at the highest dose activity change, negative = inhibition, most hits filed as inhibitors. 340,000 tested, under 10 active. AID 493005; active = well fitted inhibition curve with a large enough effect in the main read-out, with a control signal flat, not every such curve was filed as active; inconclusive = small, poorly fitted or top-dose-only effect, or effect the other way, or a change in a side signal; inactive = no such curve, though single readings can be large or run the other way; note: potency is the fitted concentration of half-maximal effect; % of control where 0% means no effect
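Tsg101 binding domain (10 uM final) was mixed with compound and a FITC-labeled PTAP peptide (50 nM final) in HEPES pH 7.5 buffer with NaCl, Tween 20, EDTA and TCEP; fluorescence polarization was read after 20 min at r.t.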
FBPA coupling cs: counter-screen for Giardia aldolase inhibitors: coupling enzyme system | hit rate 0.67% among 290,000 | coupling enzyme system counterscreen, AmpLite Red fluorescence | AID 2472 | activity change, negative = inhibition, % at 58.2 µM, hits read low; in the data active = activity change below about -30%; note: % is set by controls: 0 for no effect and ±100 for the full control effect
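Activity here indicates interference with the coupling reaction, not aldolase inhibition. Compounds at 57.5 uM final met coupling enzymes for 10 min at RT; substrate and AmpLite Red detection followed, with a 525/598 nm fluorescence read after 20 min.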
PKM2 activator: activators of human pyruvate kinase M2 | P14618 | purified PKM2, Kinase-Glo ATP luminescence, activation; response scale: 0% is enzyme alone, no compound | Potency, µM (titrated, usually from 57.5 µM), for inactives: at the top dose activation, usual class: activators | hit rate 0.34% among 260,000 | AID 1631; note: potency is the fitted concentration of half-maximal effect; % is set by controls: 0 for no effect and ±100 for the full control effect; nearly all actives have a fitted effect of over 55% in size
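Purified hPK-M2 (>95%) run at intermediate activity with 0.1 mM ADP and 0.5 mM PEP in 50 mM imidazole pH 7.2, KCl, MgCl2; 1 h room temperature. ATP formed read by Kinase-Glo luminescence; normalized to uninhibited and no-enzyme controls.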
Starred values were filed as active, the others as inactive; ? = inconclusive; . = no result given; [ ] = remark or other dose. Unless noted, calls come from the whole dose curve; as a rule, active = well fitted curve in the direction sought with a large enough effect; inconclusive = small, poorly fitted or top-dose-only effect, or another doubt; inactive = no such curve, though single readings can be large; an effect the other way counts as inactive or inconclusive.

SMILES	GALK inhibitor	B2AR arrestin	Integrin act MD	Giardia killer	S-ASM inh	Tb PFK inh	Chronic BCR inh	Menin-MLL TR inh	PTAP TSG101 blk	FBPA coupling cs	PKM2 activator
CCN(CCCNC(=O)C1CCC(=O)N1Cc1ccc(C)cc1)c1cccc(C)c1 (centres undefined)	-6%	-0.3%	-12%	32[activator]	-1%	0%	-18%	-16%	-2%	-3	-2%
CCn1c(COc2ccc(=O)n(-c3ccccc3)n2)n[nH]c1=S	9%	-0.3%	-1%	19	-3%	0%	-3%	-13%	-3%	0	-6%
Cc1ccc(C(=O)N/C(=C\c2ccco2)C(=O)NCCN2CCCCC2)cc1C	-4%	-0.1%	-6%	-8	-1%	-2%	2%	.	-3%	3	.
CON(C)S(=O)(=O)c1cccc(C(=O)Nc2ccc(S(=O)(=O)NC3=NCCCCC3)cc2)c1	.	0.0%	-11%	5	6%	0%	-2%	.	0%	.	.
Cc1csc(=O)n1CCC(=O)OCc1nnc(-c2ccccc2Cl)o1	.	-0.1%	-9%	0	0%	0%	1%	.	-3%	.	.
CCOc1ccc(S(=O)(=O)N(CC)CC(=O)NCc2ccncc2)cc1C	0%	0.4%	12%	9	2%	2%	3%	17%	-5%	1	-9%
O=c1[nH]c2c(s1)C(c1ccccc1)C1C3CCC(C3)C1S2 (centres undefined)	0%	0.1%	-2%	-9	-10%	3%	21%	-12%	-7%	6	-2%
O=C(NCc1ccccc1F)C1CCN(C(=O)c2sccc2-n2cccc2)CC1	0%	0.5%	3%	21	-3%	-3%	8%	-13%	-1%	1	2%
CCOC(=O)c1sc(N)nc1C(C)(C)C	-5%	-1.2%	-4%	10	-1%	-2%	-9%	25%	0%	0	-4%
O=C(Cc1ccc(F)cc1)NC1CCSC1=O (centres undefined)	0%	0.2%	26%	11	1%	5%	?	-3%	-4%	-2	0%
O=C(NC1CC2CCC(C1)N2Cc1ccccc1)c1ccccc1Br (centres undefined)	-5%	0.0%	-24%	-3	1%	1%	0%	4%	-8%	0	-10%[11.5 µM]
CC(Nc1ncnc2nc[nH]c12)c1ccccc1 (centres undefined)	-2%	-0.2%	-23%	9	3%	-1%	-7%	-7%	0%	-2	2%
CCOC(=O)N1CCN(C(=O)c2c(N)no[n+]2[O-])CC1	0%	0.3%	.	.	.	0%	2%	9%	.	5	.
Cc1nnc(SCC(=O)Nc2cccc([N+](=O)[O-])c2)n1CC1CCCO1 (centres undefined)	-1%	0.1%	1%	8	-5%	1%	?	.	-4%	-3	.
CCOc1ccc(N/C(N)=N/c2nc(CSc3nnc(C)s3)cc(=O)[nH]2)cc1	0%	0.4%	-13%	-11	1%	-3%	-18%	.	1%	1	0%
CC(C)n1cc(C(=O)c2cc(Br)ccc2O)cc(C#N)c1=O	-2%	0.0%	5%	-13	5%	0%	-41%	9%	-11%	-3	0%
CC1CC(=O)Nc2ccccc2N1S(=O)(=O)c1ccc(F)cc1F (centres undefined)	-1%	-0.6%	-12%	2	1%	-4%	?	.	-1%	-1	-1%
CN(C)c1nc(OCCOC(=O)c2ccccc2)nc(N(C)C)n1	0%	-0.5%	-13%	5	-3%	-4%	?	2%	-3%	1	-1%
COC(=O)c1ccc(N=NN2CCOCC2)cc1	0%	-1.3%	20%	6	-1%	-4%	?	-3%	1%	1	-4%
O=C(Nc1ccccc1C(=O)N1CCCC1)c1ccc(Cl)cc1Cl	-2%	-0.1%	1%	-1	5%	-6%	4%	.	3%	-1	.
CC(Sc1nc2c(c(=O)[nH]1)CCCC2)C(=O)Nc1ccc(Br)cn1 (centres undefined)	15%	0.1%	-17%	-5	-3%	0%	5%	1%	0%	-4	28%
O=C(Nc1cccc(F)c1)Nc1cnccn1	-3%	-0.5%	-16%	-26	0%	-3%	8%	.	-8%	.	6%
CCn1c(SCC(=O)NCc2ccco2)nc2cccnc21	1%	-2.0%	18%	-19	0%	1%	-1%	11%	-5%	-1	5%
Cc1ccccc1Nc1c(C)c(C)nc2ncnn12	2%	0.0%	-29%	5	3%	-4%	-13%	-6%	-1%	0	2%
Cc1cccc(CN2CCN(C(=S)Nc3ccccc3)CC2)c1	5%	3.1%	-16%	11	5%	-1%	-8%	1%	0%	0	-8%
Cc1cc(C)nc(/N=C2\NC(=O)CC(C(=O)O)N2c2cccc(Cl)c2)n1 (centres undefined)	9%	0.1%	.	.	.	6%	-5%	-10%	.	4	-13%
Cc1onc(-c2c(Cl)cccc2Cl)c1COC(=O)c1ccc([N+](=O)[O-])cc1	-1%	0.6%	-9%	-13	-8%	-1%	-4%	.	-4%	-3	9%
CC(NC(=O)C(C)N1C(=O)c2cccc([N+](=O)[O-])c2C1=O)c1ccccc1 (centres undefined)	4%	-1.2%	20%	-8	2%	2%	2%	2%	-3%	1	-8%
CC1CN(C(=O)CSc2nnc(-c3cccs3)n2N)CC(C)O1 (centres undefined)	.	0.3%	-5%	-6	4%	-3%	2%	.	0%	.	.
Cc1ccc(C2c3c(-c4ccccc4O)n[nH]c3C(=O)N2Cc2ccncc2)cc1 (centres undefined)	-2%	5.2%	-24%	20	-9%	0%	?	-2%	1%	2	-6%
O=C(CSC1=NS(=O)(=O)c2ccccc21)Nc1ccccc1	2%	-0.2%	-5%	7	-2%	-16%	?	-1%	-2%	0	?
CCOc1ccc(C2/C(=C(/O)c3ccc4c(c3)CC(C)O4)C(=O)C(=O)N2CCCn2ccnc2)cc1OCC (centres undefined)	2%	0.4%	-17%	15	9%	1%	-12%	.	0%	.	.
Cc1ccc(C(=O)NC(NC(=O)c2ccc(C)cc2)c2cccc([N+](=O)[O-])c2)cc1	2%	-0.2%	-3%	12	1%	1%	-28%	19%	0%	-2	-7%
Cc1ccc(S(=O)(=O)Nc2ccc(C(=O)N3CCCC3)cc2)cc1	-2%	0.0%	0%	-13	2%	0%	-19%	.	0%	.	5%
CCN1CCN(C(=O)c2cc3sccc3n2CC(=O)c2ccccc2)CC1	-4%	0.1%	6%	1	2%	-2%	1%	11%	-4%	-1	-1%
Clc1c(OCCCn2ccnc2)ccc2ccccc12	0%	-0.3%	-24%	-5	-1%	2%	0%	-7%	-2%	-3	2%[11.5 µM]
CC(C)CCNC(=O)CO/N=C/c1ccccc1OC(F)F	1%	-0.2%	-28%	-8	5%	3%	1%	-20%	-7%	0	-4%
CCN(CC)c1ccc([N+](=O)[O-])cc1/C=N/NC(=O)CC#N	2%	-1.1%	8%	-2	-2%	3%	-7%	0%	-9%	7	-3%
CCCc1nn2c(=O)cc(CSCC(=O)Nc3ccc(OC)cc3)nc2s1	9%	0.5%	?	-9	0%	-11%	14%	14%	0%	-2	0%[0.46 µM]
Cc1nn(C)cc1/C=N/NC(=S)Nc1ccc(Cl)cc1Cl	.	-0.5%	19%	-6	-1%	-4%	?	0%	-5%	2	1%
Cc1onc(-c2ccccc2Cl)c1C(=O)N1CCCCC1C(=O)O (centres undefined)	2%	-0.2%	10%	23	1%	1%	3%	0%	-4%	2	8%
Cc1ccc2c(C(=O)CN3CCSCC3)c(C)[nH]c2c1	-3%	-0.2%	-13%	-13	-1%	1%	?	5%	-5%	-3	-4%
COc1cc(C(=O)NCc2nc(C)cs2)ccc1OC1CCN(C(C)=O)CC1	-2%	-0.3%	-3%	-9	.	?	0%	.	-3%	.	-5%
O=C(NCc1cccc(C(F)(F)F)c1)c1cccc(Cl)c1Cl	4%	-0.5%	8%	-2	-2%	-8%	9%	2%	-3%	-1	-1%
O=[N+]([O-])c1ccccc1/C=C/C=N/Nc1ccc(S(=O)(=O)Nc2ccc(Cl)cc2)cc1[N+](=O)[O-]	0%	0.4%	?	6	-15%	3%	7%	?	-4%	0	-5%
O=C(Nc1cc(S(=O)(=O)N2CCOCC2)ccc1N1CCCC1)c1ccc2c(c1)S(=O)(=O)c1ccccc1C2=O	4%	-0.6%	-18%	11	-7%	-18%	-5%	2%	-7%	5	-16%
COc1ccccc1-n1ccnc(SCC(=O)NCc2ccccc2Cl)c1=O	.	-0.4%	5%	-18	11%	15%	?	.	-3%	.	.

Only part of the results is shown (hit frequency here may not be typical).
